TDP2 absorb = human TDP2 enzyme inhibitors, primary screen, biochemical, epi absorbance, recombinant enzyme; T5PNP hydrolysis, p-nitrophenol absorbance 415 nm; inhibition, % at 12.8 µM; actives 0.34% (n = 370,000);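 active = inhibition above the mean of all tested compounds plus 3 SD, set per campaign, cut at about 25% in these data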;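 also: 0% = DMSO with enzyme and 100% = buffer with substrate but no TDP2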
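System: recombinant human TDP2 / Amount: 120 nM TDP2 per well / Also added: 5 mM T5PNP chromogenic substrate / Doses: 12.8 µM single point, 1% DMSO / Incubation: 2 h at 37 °C / Detection: p-Nitrophenol epi absorbance / Evaluation: % inhibition relative to enzyme-containing and enzyme-free wells / Repeats: singlicate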
TCR CD3 inh = inhibitors of human TCR-CD3 interaction, primary screen, biochemical, fluorescence, TAMRA-labeled TCR probe; T-cell receptor (TCR); inhibition, % at 9.4 µM; actives 0.37% (n = 360,000); AID 651800, 2012; in the data active = inhibition above about 19%;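 also: recombinant mutant TCR 2C K166C tagged with TAMRA read by polarization; 0% = receptor in buffer alone and 100% = receptor with positive control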
UHRF1 MBD2 ctr = UHRF1 methylated DNA binding inhibitors, primary screen, counter-screen for MBD2 inhibitor project, biochemical, TR-FRET, human UHRF1, single concentration | UHRF1 binding to methylated oligo | inhibition, % at 4.4 µM | actives 0.75% (n = 370,000) | AID 687016, 2013; in the data active = inhibition above about 21%;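 also: UHRF1 SRA domain binding a hemimethylated CpG hairpin DNA probe; 0% = median of test compound wells and 100% = reference inhibitor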
PRMT1 FP inh = PRMT1 methyltransferase inhibitors, primary screen, biochemical, fluorescence polarization | actives 1.3% (n = 370,000) | recombinant PRMT1, activity-based probe fluorescence polarization | Protein arginine N-methyltransferase 1 (Homo sapiens), Q99873 | inhibition, % at 2.79 µM;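 active = inhibition above about 21% made by adding two undisclosed values, limit read from the data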
DDE Tn6 FP inh = inhibitors of Tn6 peptide binding to fibrin DD(E), primary screen, biochemical, fluorescence polarization, human fibrin, Tn6 probe; Fibrinogen beta chain (Homo sapiens), P02675; AID 720509, 2013; actives 0.21% (n = 370,000); inhibition, % at 8.3 µM; Fibrin DD(E) TRITC-Tn6 fluorescence polarization displacement;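 active = inhibition above a per-campaign cutoff: mean of compounds within control limits plus 3 SD, cut at about 15% in these data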;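 also: 0% = median of all compound wells on the plate and 100% = blocking peptide control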
proKLK7 act = proKLK7 zymogen activators, primary screen, biochemical, fluorescence intensity | Kallikrein-7 (Homo sapiens), P49862 | purified proKLK7, EDANS-DABCYL substrate fluorescence; 100% is mature enzyme control, 0% vehicle | activation, % at 7 µM | actives 0.9% (n = 370,000) | AID 652039, 2013;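 active = activation above the mean of all tested compounds plus 3 SD, computed per campaign excluding outliers beyond control limits, cut at about 13% in these data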
Target sequence (P49862 whole entry, looked up): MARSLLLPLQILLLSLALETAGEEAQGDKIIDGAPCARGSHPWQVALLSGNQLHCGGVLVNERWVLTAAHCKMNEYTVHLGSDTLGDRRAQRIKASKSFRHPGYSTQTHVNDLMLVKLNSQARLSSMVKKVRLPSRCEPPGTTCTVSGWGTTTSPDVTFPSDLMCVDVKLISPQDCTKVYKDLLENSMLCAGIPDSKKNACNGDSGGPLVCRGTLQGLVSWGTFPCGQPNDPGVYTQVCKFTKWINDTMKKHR
MBD2 DNA inh = inhibitors of MBD2 binding to methylated DNA, primary screen, biochemical, TR-FRET, DNA-binding domain, human; inhibition, % at 4.4 µM; Methyl-CpG-binding domain protein 2 (Homo sapiens), Q9UBB5; AID 686964, 2013; actives 0.31% (n = 370,000); MBD2 binding to methylated oligonucleotide; in the data active = inhibition above about 13%
SIAE inh = human SIAE inhibitors, primary screen, biochemical, fluorescence polarization, FP-Rh probe, 1536-well HTS; Sialate O-acetylesterase (Homo sapiens), Q9HAT2; SIAE FP-Rh probe binding; inhibition, % at 9.66 µM; actives 0.69% (n = 370,000);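 active = inhibition above a cutoff: mean of compounds within the control limits plus 3 SD of those, cut at about 17% in these data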;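 also: 0% = plate median of compound wells and 100% = probe without SIAE protein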
Target sequence (Q9HAT2 whole entry, looked up): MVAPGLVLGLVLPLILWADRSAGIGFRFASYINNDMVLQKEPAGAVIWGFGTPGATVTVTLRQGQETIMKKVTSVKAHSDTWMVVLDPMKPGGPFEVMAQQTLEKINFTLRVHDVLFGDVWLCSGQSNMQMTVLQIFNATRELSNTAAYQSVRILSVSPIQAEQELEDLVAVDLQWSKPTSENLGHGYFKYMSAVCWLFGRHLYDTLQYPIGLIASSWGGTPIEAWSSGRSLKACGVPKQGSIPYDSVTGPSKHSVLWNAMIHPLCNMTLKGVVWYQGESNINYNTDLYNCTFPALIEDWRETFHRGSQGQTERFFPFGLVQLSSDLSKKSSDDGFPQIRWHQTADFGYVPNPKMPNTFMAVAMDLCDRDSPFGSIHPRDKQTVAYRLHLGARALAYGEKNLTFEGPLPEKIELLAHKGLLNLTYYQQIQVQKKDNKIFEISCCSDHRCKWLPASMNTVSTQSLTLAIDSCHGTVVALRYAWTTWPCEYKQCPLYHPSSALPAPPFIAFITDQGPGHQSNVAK
DDE Tn7 FP inh = inhibitors of Tn7 peptide binding to fibrin DD(E), primary screen, biochemical, fluorescence polarization, human fibrin, Tn7 probe. FP displacement of FITC-Tn7 peptide from fibrin DD(E); 0% = median of compound wells per plate. actives 0.13% (n = 370,000). inhibition, % at 8.3 µM. AID 720508, 2013. Fibrinogen beta chain (Homo sapiens), P02675;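 active = inhibition above the mean of compounds falling within the control limits plus 3 SD of them, cut at about 14% in these data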;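 also: 0% = plate median of compound wells and 100% = 10 µM Aha-Tn7 peptide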
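System: human fibrin DD(E); quantity: Fibrin-DD(E) at 2 µM final; also added: fluorescent Tn7 probe at 0.1 µM; compound dosing: single nominal test concentration of 8.3 µM per compound; schedule: 10 min preincubation, 3 h with tracer, room temperature; detection: fluorescence polarization of the labelled Tn7 tracer; repeats: one replicate per compound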
LEDGF integ inh = blockers of LEDGF/p75-dependent integrase strand transfer – biochemical, TR-FRET, high throughput, primary screen | HIV-1 integrase (with human LEDGF/p75) | TR-FRET IN-LEDGF/p75 DNA integration, Eu/Cy5 | inhibition, % at 3.7 µM | actives 0.64% (n = 370,000) | AID 743269, 2014;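 active = inhibition above the screen-wide mean plus 3 SD, cut at about 13% in these data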;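 also: signal is the Cy5 over europium emission ratio at 671 and 618 nm; 0% = plate median of compound wells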
The depositor's hits bear a star.

What do the screens show for `CCSc1nc2ccccc2c(=O)n1C1CCOC(C)(C)C1` (stereo not drawn)?
TDP2 absorb: -3; TCR CD3 inh: -5; UHRF1 MBD2 ctr: 1; PRMT1 FP inh: 3; DDE Tn6 FP inh: 3; proKLK7 act: -0.2; MBD2 DNA inh: 2; SIAE inh: -7; DDE Tn7 FP inh: -1; LEDGF integ inh: -3

How did COC(=O)CCS(=O)(=O)c1cc(Cl)ccc1Cl do in these assays?
TDP2 absorb: 0; TCR CD3 inh: -2; UHRF1 MBD2 ctr: 3; PRMT1 FP inh: 3; DDE Tn6 FP inh: -1; proKLK7 act: -0.1; MBD2 DNA inh: 2; SIAE inh: -1; DDE Tn7 FP inh: 1; LEDGF integ inh: 1

How did CCc1ccc(N(C(=O)c2csnn2)C(C(=O)NC(C)(C)C)c2ccccn2)cc1 (stereo not drawn) do in these assays?
TDP2 absorb: 7; TCR CD3 inh: -3; UHRF1 MBD2 ctr: -4; PRMT1 FP inh: 1; DDE Tn6 FP inh: 8; proKLK7 act: -0.3; MBD2 DNA inh: -4; SIAE inh: -1; DDE Tn7 FP inh: -4; LEDGF integ inh: -1

Results for O=C(O)CCn1c(-c2ccccc2)cc2c1CCCC2=O ?
TDP2 absorb: -3; TCR CD3 inh: 4; UHRF1 MBD2 ctr: 2; PRMT1 FP inh: 10; DDE Tn6 FP inh: 8; proKLK7 act: 2.3; MBD2 DNA inh: -1; SIAE inh: 2; DDE Tn7 FP inh: -8; LEDGF integ inh: 6

How did Cc1ccc(S(=O)(=O)N(C)CC(=O)N(CC(C)C)C2CCS(=O)(=O)C2)cc1 (stereo not drawn) do in these assays?
TDP2 absorb: -22; TCR CD3 inh: -8; UHRF1 MBD2 ctr: 0; PRMT1 FP inh: -2; DDE Tn6 FP inh: 3; proKLK7 act: -0.5; MBD2 DNA inh: -4; SIAE inh: 0; DDE Tn7 FP inh: -4; LEDGF integ inh: 1

Results for CC(=O)Nc1ccc(-c2csc(NC(=O)CN3C(=O)NC4(CCCC4)C3=O)n2)cc1 ?
TDP2 absorb: -8; TCR CD3 inh: 3; UHRF1 MBD2 ctr: 2; PRMT1 FP inh: -4; DDE Tn6 FP inh: -7; proKLK7 act: 1.7; MBD2 DNA inh: -3; SIAE inh: -5; DDE Tn7 FP inh: -3; LEDGF integ inh: 2

How did O=C(CSc1nc2ccccc2[nH]1)NCc1ccc(F)cc1 do in these assays?
TDP2 absorb: 0; TCR CD3 inh: 0; UHRF1 MBD2 ctr: 4; PRMT1 FP inh: 2; DDE Tn6 FP inh: 0; proKLK7 act: -0.3; MBD2 DNA inh: 4; SIAE inh: -1; DDE Tn7 FP inh: 9; LEDGF integ inh: 0

How did COC(=O)CCC(=O)NNC(=O)c1ccc([N+](=O)[O-])cc1 do in these assays?
TDP2 absorb: 7; TCR CD3 inh: 7; UHRF1 MBD2 ctr: -2; PRMT1 FP inh: -3; DDE Tn6 FP inh: 4; proKLK7 act: -0.1; MBD2 DNA inh: 1; SIAE inh: 0; DDE Tn7 FP inh: -5; LEDGF integ inh: 6

What do the screens show for `O=c1[nH]c2c(c(=O)n1Cc1ccccc1)CCC2`?
TDP2 absorb: 6; TCR CD3 inh: -2; UHRF1 MBD2 ctr: -1; PRMT1 FP inh: -1; DDE Tn6 FP inh: -3; proKLK7 act: 0.0; MBD2 DNA inh: -1; SIAE inh: 2; DDE Tn7 FP inh: -7; LEDGF integ inh: 4

How did CCOc1ccc(NC(=O)COC(=O)c2ncc(Cl)c(Cl)c2Cl)cc1 do in these assays?
TDP2 absorb: 9; TCR CD3 inh: 5; UHRF1 MBD2 ctr: 1; PRMT1 FP inh: 0; DDE Tn6 FP inh: 0; proKLK7 act: 0.0; MBD2 DNA inh: -1; SIAE inh: -1; DDE Tn7 FP inh: -3; LEDGF integ inh: -1

Results for O=S(=O)(c1ccc2nc(-c3ccco3)c(-c3ccco3)nc2c1)N1CCOCC1 ?
TDP2 absorb: 17; TCR CD3 inh: 16; UHRF1 MBD2 ctr: 30*; PRMT1 FP inh: 52*; DDE Tn6 FP inh: -17; proKLK7 act: -0.7; MBD2 DNA inh: 14*; SIAE inh: 4; DDE Tn7 FP inh: 2; LEDGF integ inh: 67*

What do the screens show for `CC1CCCN(C(=O)COC(=O)Cc2ccc(Cl)cc2)C1` (stereo not drawn)?
TDP2 absorb: 8; TCR CD3 inh: 6; UHRF1 MBD2 ctr: 0; PRMT1 FP inh: -5; DDE Tn6 FP inh: -3; proKLK7 act: -0.1; MBD2 DNA inh: -3; SIAE inh: 10; DDE Tn7 FP inh: -2; LEDGF integ inh: 4

How did COc1ccc(N(CC(=O)N2CCc3ccccc3C2)S(C)(=O)=O)cc1Cl do in these assays?
TDP2 absorb: -20; TCR CD3 inh: -5; UHRF1 MBD2 ctr: 2; PRMT1 FP inh: 1; DDE Tn6 FP inh: -9; proKLK7 act: -0.2; MBD2 DNA inh: -3; SIAE inh: 3; DDE Tn7 FP inh: -8; LEDGF integ inh: -8

Results for O=C1NC(=S)NC1(c1ccccc1)c1ccccc1 ?
TDP2 absorb: 13; TCR CD3 inh: -2; UHRF1 MBD2 ctr: -2; PRMT1 FP inh: 0; DDE Tn6 FP inh: 9; proKLK7 act: 0.2; MBD2 DNA inh: -6; SIAE inh: 0; DDE Tn7 FP inh: -1; LEDGF integ inh: -1

Results for CS(=O)(=O)N1CCN(c2ccccc2NC(=O)C(c2ccccc2)c2ccccc2)CC1 ?
TDP2 absorb: 9; TCR CD3 inh: -5; UHRF1 MBD2 ctr: 12; PRMT1 FP inh: 1; DDE Tn6 FP inh: -6; proKLK7 act: 0.5; MBD2 DNA inh: 4; SIAE inh: 1; DDE Tn7 FP inh: 4; LEDGF integ inh: 1

The list goes on, starting with the last 2 of the part before.
Results for O=C1NC(=S)NC1(c1ccccc1)c1ccccc1 ?
TDP2 absorb: 13; TCR CD3 inh: -2; UHRF1 MBD2 ctr: -2; PRMT1 FP inh: 0; DDE Tn6 FP inh: 9; proKLK7 act: 0.2; MBD2 DNA inh: -6; SIAE inh: 0; DDE Tn7 FP inh: -1; LEDGF integ inh: -1

Results for CS(=O)(=O)N1CCN(c2ccccc2NC(=O)C(c2ccccc2)c2ccccc2)CC1 ?
TDP2 absorb: 9; TCR CD3 inh: -5; UHRF1 MBD2 ctr: 12; PRMT1 FP inh: 1; DDE Tn6 FP inh: -6; proKLK7 act: 0.5; MBD2 DNA inh: 4; SIAE inh: 1; DDE Tn7 FP inh: 4; LEDGF integ inh: 1

How did CCN(CC(=O)NCc1cccs1)C(=O)CN(C)S(=O)(=O)c1ccc(C)cc1 do in these assays?
TDP2 absorb: -5; TCR CD3 inh: -4; UHRF1 MBD2 ctr: -2; PRMT1 FP inh: -2; DDE Tn6 FP inh: -11; proKLK7 act: 0.0; MBD2 DNA inh: 4; SIAE inh: -2; DDE Tn7 FP inh: -5; LEDGF integ inh: 0

Results for C[C@]12CCC(O)CC1=CCC1C2CC[C@]2(C)/C(=N\NC(N)=S)CCC12 (stereo partly drawn) ?
TDP2 absorb: -7; TCR CD3 inh: -8; UHRF1 MBD2 ctr: 3; PRMT1 FP inh: 2; DDE Tn6 FP inh: -5; proKLK7 act: 0.1; MBD2 DNA inh: -1; SIAE inh: -6; DDE Tn7 FP inh: -9; LEDGF integ inh: 3

What do the screens show for `CCN(C(=O)c1ccccc1F)c1nc(-c2ccc(OC)cc2)cs1`?
TDP2 absorb: 3; TCR CD3 inh: 10; UHRF1 MBD2 ctr: 0; PRMT1 FP inh: 2; DDE Tn6 FP inh: 5; proKLK7 act: -0.4; MBD2 DNA inh: -6; SIAE inh: -10; DDE Tn7 FP inh: -5; LEDGF integ inh: -1

What do the screens show for `CNC(=O)Nc1ccc2nc(C)oc2c1`?
TDP2 absorb: 3; TCR CD3 inh: -2; UHRF1 MBD2 ctr: 7; PRMT1 FP inh: 0; DDE Tn6 FP inh: 0; proKLK7 act: -0.2; MBD2 DNA inh: -1; SIAE inh: 0; DDE Tn7 FP inh: 0; LEDGF integ inh: 4

What do the screens show for `O=S1(=O)c2c(NCc3ccco3)cccc2Oc2ccccc2CN1Cc1cn(Cc2ccc(F)cc2)nn1`?
TDP2 absorb: -10; UHRF1 MBD2 ctr: 2; PRMT1 FP inh: 5; DDE Tn6 FP inh: 3; proKLK7 act: -2.3; MBD2 DNA inh: -6; SIAE inh: 7; DDE Tn7 FP inh: 2; LEDGF integ inh: -2

How did COC(=O)c1ccc(-n2cnc3ccccc32)nc1 do in these assays?
TDP2 absorb: -11; TCR CD3 inh: -3; UHRF1 MBD2 ctr: -1; PRMT1 FP inh: 0; DDE Tn6 FP inh: 7; proKLK7 act: 0.1; MBD2 DNA inh: 3; SIAE inh: 1; DDE Tn7 FP inh: 2; LEDGF integ inh: 0

What do the screens show for `COc1ccc2c(c1)/C(=N/OC(=O)c1cccs1)CCC2`?
TDP2 absorb: 1; TCR CD3 inh: -2; UHRF1 MBD2 ctr: 9; PRMT1 FP inh: -1; DDE Tn6 FP inh: 1; proKLK7 act: 0.8; MBD2 DNA inh: 6; SIAE inh: -3; DDE Tn7 FP inh: -2; LEDGF integ inh: 1

How did CN(Cc1ccccc1)C(=O)CC(=O)N(C)Cc1ccccc1 do in these assays?
TDP2 absorb: 10; TCR CD3 inh: 2; UHRF1 MBD2 ctr: -1; PRMT1 FP inh: -3; DDE Tn6 FP inh: 4; proKLK7 act: -0.5; MBD2 DNA inh: 4; SIAE inh: 7; DDE Tn7 FP inh: 1; LEDGF integ inh: 4

Results for CCc1ccc(OCC(=O)Oc2ccc([N+](=O)[O-])cc2)cc1 ?
TDP2 absorb: 6; TCR CD3 inh: 5; UHRF1 MBD2 ctr: 0; PRMT1 FP inh: -1; DDE Tn6 FP inh: -9; proKLK7 act: -0.1; MBD2 DNA inh: -5; SIAE inh: 5; DDE Tn7 FP inh: 1; LEDGF integ inh: -5

What do the screens show for `CN(C)C(CNC(=O)c1ccccc1C(F)(F)F)c1ccco1` (stereo not drawn)?
TDP2 absorb: -1; TCR CD3 inh: -6; UHRF1 MBD2 ctr: -2; PRMT1 FP inh: 2; DDE Tn6 FP inh: 6; proKLK7 act: -0.7; MBD2 DNA inh: 3; SIAE inh: 2; DDE Tn7 FP inh: 7; LEDGF integ inh: -1

Screening data as filed in PubChem.
